LMP1 NFkB inh: reduces LMP1-driven NF-kappaB luciferase signal. inhibition, % at 12.5 µM. 350,000 tested, 0.69% active. LMP1-induced NF-kappaB luciferase reporter cells, luminescence. AID 504558; in the data active means inhibition above about 41%;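 further: 0% = neutral control wells and 100% = reference inhibitor control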
NCOA2 inhibitor: inhibits human steroid receptor coactivator 2. 370,000 tested, 0.17% active. inhibition, % at 9 µM. AID 651957. Q15596. HEK293 GAL4-SRC2 luciferase reporter, luminescence;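 active means inhibition above the mean inhibition of all tested compounds plus 3 SD, set per campaign, cut at about 52% in these data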;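 further: 0% = DMSO treated cells and 100% = cells given Gossypol at 36 µM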
NR5A2 inv ag: inverse agonists of human LRH-1 (NR5A2). HEK293T StAR-luciferase reporter, LRH-1 transfected, 24 h. O00482. 360,000 tested, 0.13% active. inhibition, % at 3.6 µM;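 active means inhibition above the mean inhibition of all tested compounds plus 3 SD, cut at about 73% in these data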;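 further: 0% = DMSO wells and 100% = reporter-only cells lacking LRH-1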
Target sequence (O00482 whole entry, looked up): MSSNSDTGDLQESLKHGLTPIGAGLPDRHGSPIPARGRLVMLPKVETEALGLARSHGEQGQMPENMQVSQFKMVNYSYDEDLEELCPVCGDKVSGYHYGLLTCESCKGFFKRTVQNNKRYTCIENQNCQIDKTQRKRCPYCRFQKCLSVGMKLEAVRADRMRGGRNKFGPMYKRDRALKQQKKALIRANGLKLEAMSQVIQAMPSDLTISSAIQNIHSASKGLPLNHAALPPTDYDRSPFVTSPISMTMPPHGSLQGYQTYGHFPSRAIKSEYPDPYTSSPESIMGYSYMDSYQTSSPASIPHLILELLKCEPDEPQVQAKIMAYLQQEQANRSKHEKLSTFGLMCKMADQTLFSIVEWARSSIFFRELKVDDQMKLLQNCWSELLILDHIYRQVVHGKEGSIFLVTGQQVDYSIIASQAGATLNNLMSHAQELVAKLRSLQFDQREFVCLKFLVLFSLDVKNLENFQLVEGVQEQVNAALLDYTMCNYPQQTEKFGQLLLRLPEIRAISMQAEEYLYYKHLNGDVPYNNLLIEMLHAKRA
TWEAK-Fn14 inh: inhibitors of TWEAK-Fn14 interaction signaling; inhibition, % at 10 µM; AID 1159606; 360,000 tested, 2% active; TWEAK-stimulated Fn14 reporter cells, luciferase luminescence, 8 h; in the data active means inhibition above about 50%
TROY signal inh: TROY signaling inhibition; Q293 LMP1-TROYcd NF-kB luciferase reporter, 4 h; AID 1347056; inhibition, % at 10 µM; 360,000 tested, 0.98% active;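 active means compounds whose plate-normalised and pattern-corrected inhibition of the luciferase reporter signal at the single screening dose is 50% or more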
TLR9-MyD88 block: TLR9-MyD88 interaction inhibition; CHO BLA complementation TLR9-MyD88, CCF4 FRET ratio; inhibition, % at 4.98 µM; 340,000 tested, 0.21% active;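 active means inhibition above the mean over all tested compounds plus 3 SD, cut at about 21% in these data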;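 further: 0% = DMSO only wells and 100% = clavulanate BLA inhibitor control wells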
NR2F2 inh: NR2F2 (human) inhibition, primary screen. P24468. HEK293T NGFI-A luciferase reporter, luminescence. inhibition, % at 8.6 µM. 370,000 tested, 0.7% active. AID 686940;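 active means inhibition above a per-plate cutoff, mean inhibition of test wells between control levels plus 3 SD, cut at about 38% in these data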;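 further: cells cotransfected with COUP-TFII expression vector driving the NGFI-A reporter; 0% = median of COUP-TF2 test wells and 100% = reporter-only cells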
Target sequence (P24468 whole entry, looked up): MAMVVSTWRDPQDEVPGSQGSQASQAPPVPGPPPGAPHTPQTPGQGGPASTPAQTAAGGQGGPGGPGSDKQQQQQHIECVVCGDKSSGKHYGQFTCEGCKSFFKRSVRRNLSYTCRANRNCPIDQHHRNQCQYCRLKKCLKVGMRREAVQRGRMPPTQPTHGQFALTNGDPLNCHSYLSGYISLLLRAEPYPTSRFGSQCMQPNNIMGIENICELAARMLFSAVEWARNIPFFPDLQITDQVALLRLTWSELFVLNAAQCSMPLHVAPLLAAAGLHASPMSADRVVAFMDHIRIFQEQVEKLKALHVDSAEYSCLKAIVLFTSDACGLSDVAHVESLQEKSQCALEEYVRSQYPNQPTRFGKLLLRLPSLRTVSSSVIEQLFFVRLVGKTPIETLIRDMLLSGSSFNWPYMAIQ
SRC3 inh: inhibitors of human steroid receptor coactivator 3 (SRC3); Q9Y6Q9; HEK293 GAL4-SRC3 luciferase reporter, luminescence; inhibition, % at 3.6 µM; 360,000 tested, 0.17% active; AID 588352;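 active means inhibition above a per-campaign cutoff, the mean of all compounds plus 3 SD, cut at about 60% in these data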;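 further: 0% = DMSO-treated cells and 100% = gossypol-treated cells at 36 µM; higher means less SRC3-driven luciferase light from the GAL4 reporter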
NOD2 RIPK2 PPI: blocks binding of human NOD2 to RIPK2; O43353; CHO BLA complementation NOD2-RIPK2, CCF4 ratio; inhibition, % at 4.98 µM; 360,000 tested, 0.38% active; AID 624267; in the data active means inhibition above about 21%;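 further: 0% = vehicle only and 100% = reference blocker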
SRC1 inh: inhibits human SRC1 coactivator; AID 588354; 360,000 tested, 0.12% active; Q15788; HEK293 GAL4-SRC1 luciferase reporter, luminescence; inhibition, % at 3.6 µM;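 active means inhibition above the campaign mean plus 3 SD, with each screening campaign given its own cutoff, cut at about 60% in these data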;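 further: 0% = DMSO treated cells and 100% = gossypol at 36 µM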
C8 TRAIL sens: sensitizes caspase-8 expressing cells to TRAIL; inhibition (viability loss, TRAIL sensitization), % at 10 µM; NB7+C8 cells + TRAIL, ATPlite viability luminescence; 360,000 tested, 1% active;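 active means compounds causing at least 50% loss of cell viability in the single-dose screen, relative to plate controls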
The depositor's hits bear a star; · = no result given. An excerpt; the hit share may differ from the screen's.

SMILES | LMP1 NFkB inh | NCOA2 inhibitor | NR5A2 inv ag | TWEAK-Fn14 inh | TROY signal inh | TLR9-MyD88 block | NR2F2 inh | SRC3 inh | NOD2 RIPK2 PPI | SRC1 inh | C8 TRAIL sens
CCOc1ccccc1CNC(=O)C1CCN(c2nc3ccccc3o2)CC1 | -7 | 2 | 0 | 7 | 5 | 2 | -11 | -10 | 5 | -15 | -4
Cc1ccc(CNC(=O)CCc2c(C)nc3ncnn3c2C)cc1 | 4 | -13 | 16 | 1 | -13 | -7 | -7 | 9 | 2 | -11 | -7
C/C(CC(=O)Nc1ccccc1F)=N\NC(=O)Cc1ccc(Cl)cc1 | -6 | 0 | -10 | 0 | 19 | -3 | -9 | 11 | -2 | -24 | -1
O=C(Nc1ccc2ccccc2n1)c1ccc(Cl)cc1 | -8 | -32 | -138 | 28 | -8 | 7 | -35 | -65 | 5 | -110 | 31
Cn1c(N2CCOCC2)cc(=O)n(C)c1=O | -6 | -2 | -2 | 18 | 1 | 0 | 3 | 8 | -2 | 14 | -1
O=C(C[C@H]1CC[C@H](NC(=O)Nc2ccccc2F)[C@@H](CO)O1)NCc1ccc(-c2ccccc2)cc1 | · | -22 | 16 | · | · | · | -10 | · | 3 | · | -6
Cc1ccc(CNC(=O)c2cccc3c2C(=O)c2ccc(N4CCC(C)CC4)cc2S3(=O)=O)cc1 | -22 | 6 | -5 | 21 | -24 | 2 | -10 | -35 | 7 | -9 | 19
O=S(=O)(NCc1ccco1)c1ccccc1Br | 21 | -10 | 25 | 5 | 8 | -10 | 6 | -6 | 1 | -5 | -1
Cc1cc(C)c(C)c(S(=O)(=O)ON2C(=O)c3ccccc3C2=O)c1C | 0 | -2 | 2 | 3 | 6 | -4 | -13 | -1 | -8 | 8 | 4
CC(C)Oc1ccc(Cc2cnc(=S)[nH]c2N)cc1 | -6 | -15 | 0 | 18 | 19 | 0 | 6 | 9 | 5 | -53 | -8
CCOc1ccccc1N1CCN(c2ncnc3scc(-c4ccc(OC)cc4)c23)CC1 | 17 | 6 | -3 | 40 | 59* | -5 | -4 | 21 | -6 | 16 | 26
O=C(Nc1ncccn1)C1CCCN1S(=O)(=O)c1ccc(Cl)c(Cl)c1 (stereo unspecified) | -4 | 8 | -3 | 5 | -10 | -7 | 3 | 7 | -1 | -4 | -11
Cc1sc(NC(=O)Cn2[nH]c(=O)c3ccccc3c2=O)nc1-c1ccccc1 | 16 | -9 | 16 | -9 | -7 | 2 | 0 | 5 | -7 | -26 | 9
Cc1[nH]c2ccccc2c1CN1CCC(CO)(Cc2ccccc2)CC1 | 5 | -19 | 26 | 11 | 17 | 0 | -11 | 6 | -6 | 7 | 0
Cc1ccccc1-n1nc2c(c1NC(=O)c1cccs1)CS(=O)(=O)C2 | 0 | -15 | 5 | -2 | -5 | 0 | -9 | -13 | -15 | 1 | -7
FC(F)(F)c1cccc(NC(=S)N(CCCN2CCCC2)Cc2cccn2Cc2ccc(Cl)cc2)c1 | 2 | 2 | 13 | -49 | -2 | -2 | 38* | 38 | 8 | 1 | 28
O=C(Nc1ccc(Cl)cc1)Nc1ccc(N2CCC(C(F)(F)F)CC2)nc1 | -18 | 7 | -4 | -19 | -9 | -6 | -24 | 5 | -9 | -2 | 8
CN(C(=O)C1CCCO1)C1CCS(=O)(=O)C1 (stereo unspecified) | -6 | -10 | -21 | -5 | -2 | -9 | 3 | -8 | -3 | 0 | 3
Cc1c(NC(=O)c2ccc(N(C)S(=O)(=O)c3ccccc3)cc2)c(=O)n(-c2ccccc2)n1C | 10 | 21 | -7 | 0 | -19 | 7 | 1 | -8 | -7 | 6 | 0
COc1ccccc1OCC(=O)Nc1c2c(nn1-c1ccc(F)cc1)CS(=O)(=O)C2 | -5 | -3 | -2 | -2 | -6 | 2 | -24 | 14 | -3 | 14 | 2

Part of the list above in order of heavy-atom count, largest number first:
SMILES | LMP1 NFkB inh | NCOA2 inhibitor | NR5A2 inv ag | TWEAK-Fn14 inh | TROY signal inh | TLR9-MyD88 block | NR2F2 inh | SRC3 inh | NOD2 RIPK2 PPI | SRC1 inh | C8 TRAIL sens
Cc1c(NC(=O)c2ccc(N(C)S(=O)(=O)c3ccccc3)cc2)c(=O)n(-c2ccccc2)n1C | 10 | 21 | -7 | 0 | -19 | 7 | 1 | -8 | -7 | 6 | 0
Cc1sc(NC(=O)Cn2[nH]c(=O)c3ccccc3c2=O)nc1-c1ccccc1 | 16 | -9 | 16 | -9 | -7 | 2 | 0 | 5 | -7 | -26 | 9
CN(C(=O)C1CCCO1)C1CCS(=O)(=O)C1 (stereo unspecified) | -6 | -10 | -21 | -5 | -2 | -9 | 3 | -8 | -3 | 0 | 3

Next section.
SMILES | LMP1 NFkB inh | NCOA2 inhibitor | NR5A2 inv ag | TWEAK-Fn14 inh | TROY signal inh | TLR9-MyD88 block | NR2F2 inh | SRC3 inh | NOD2 RIPK2 PPI | SRC1 inh | C8 TRAIL sens
COc1ccc(N(CC(=O)Nc2ccc3c(c2)OCO3)S(=O)(=O)c2ccc(C)cc2)cc1OC | 4 | 7 | 7 | -21 | -2 | -5 | 19 | 16 | -1 | 7 | -3
COc1ccccc1NC(=O)c1cc(C(=O)Nc2ccccc2OC)cc([N+](=O)[O-])c1 | 10 | 6 | 9 | -63 | -26 | -1 | 9 | 11 | 0 | 1 | 18
Cc1ccc(CN2CCN(CC(=O)O)C2=O)cc1 | -15 | -3 | 9 | 2 | -11 | 3 | 5 | 26 | 8 | 7 | 6
CC(CCc1ccccc1)NC(=O)Cn1cccc1C(=O)c1ccccc1 (stereo unspecified) | -13 | 22 | -12 | 5 | -14 | -2 | -8 | 13 | -4 | 3 | -19
CN(C(=O)COc1cccc(Br)c1)C1CCS(=O)(=O)C1 (stereo unspecified) | -4 | -13 | 1 | 20 | 2 | 3 | 7 | 8 | 2 | -2 | 11
COc1ccc(Cl)cc1CSc1ncn[nH]1 | -12 | 17 | 19 | -6 | 4 | 3 | 4 | 20 | 1 | -38 | -39
CS(=O)(=O)Nc1cccc(C2=NN(C(=O)c3cccc([N+](=O)[O-])c3)C(c3cccs3)C2)c1 (stereo unspecified) | 5 | -18 | -8 | 8 | -5 | -1 | -12 | -12 | -9 | -1 | 3
CCOC(=O)[C@]12CCCC=C1N(Cc1ccco1)C(=O)[C@H](CC(=O)NCCCOC)C2 | · | -19 | -5 | 4 | -26 | · | 5 | · | -11 | · | -1
COc1cccc(/C=N/Nc2ccc(Cl)nn2)c1 | 1 | -63 | -45 | -21 | -53 | -15 | -45 | -75 | -5 | -44 | 7
CCOC(=O)c1cnc(SCC(=O)c2ccc(Cl)cc2)nc1N | -3 | -24 | -21 | -16 | -24 | -1 | 22 | -25 | -6 | -8 | -1
CCc1cc2c(=O)c(-c3nc4ccccc4n3C)c(C)oc2c(CN2CCOCC2)c1O | 4 | 21 | 2 | 6 | -6 | 4 | 28 | 24 | -7 | -19 | 8
O=C(/C=N/O)NCCN1CCCCC1 | 4 | -2 | -4 | -10 | -11 | -1 | 14 | 17 | 4 | -10 | 1
Cc1ccc(C(=O)NCC(=O)OCC(=O)c2ccccc2)s1 | -4 | 17 | 8 | -16 | -14 | 5 | -6 | 27 | -12 | -18 | -3
CCc1ccc(Nc2cnn(-c3nc4ccccc4s3)c(=O)c2Cl)cc1 | -12 | -20 | -2 | 49 | 25 | -3 | 19 | -14 | -1 | -28 | -2
Cc1c(CC(=O)NCC(=O)NCC(=O)O)c(=O)oc2cc3oc4c(c3cc12)CCCC4 | 1 | -18 | 19 | -6 | 3 | -13 | 3 | 1 | -2 | -9 | -2
O=C(NC1CCCC(C(F)(F)F)C1)c1ccc([N+](=O)[O-])o1 (stereo unspecified) | -13 | 4 | 51 | 8 | -8 | -3 | -11 | -6 | -4 | -19 | 37
Cc1cccc(OCCCC(=O)Nc2ccc(N3CCCCC3)cc2)c1C | 3 | -9 | -21 | 19 | 12 | 9 | -6 | 17 | -8 | 0 | -2
CCc1ccc2c(c1)cc(CN(C(=S)Nc1cccc(C)c1)C1CC1)c1nnnn12 | 3 | -9 | -9 | -66 | -12 | 6 | 7 | 21 | 0 | -5 | 11
O=C(NCc1cccnc1)c1ccc(S(=O)(=O)N2CCCCC2)cc1 | -12 | 8 | -1 | 0 | 10 | 3 | 12 | 17 | -9 | -6 | -2
COc1cccc(C(=O)OCC(=O)N2CCc3ccccc3C2)c1 | -1 | -17 | 2 | 13 | -6 | -3 | 15 | 1 | -5 | -3 | -9
O=C(Nc1cccc(Cl)c1)c1nc[nH]c1C(=O)Nc1ccccc1F | -38 | -3 | -16 | -10 | -2 | -4 | 2 | -5 | -1 | -10 | 36
Cc1ccc(S(=O)(=O)Nc2ccc(NC(=O)c3cccnc3)cc2)cc1 | -28 | 0 | 1 | 6 | -1 | -3 | 22 | 6 | 1 | -8 | -21
Cc1cc(-c2onc(C)c2C(N)=O)no1 | 1 | -11 | -1 | 5 | -19 | 0 | 26 | 9 | 1 | -7 | 2
CCn1nc(C)c(/C=N/NC(=O)c2ccoc2C)c1C | -4 | -61 | -146 | 19 | -3 | -7 | -61 | -68 | -2 | -89 | 16
COc1ccc(S(=O)(=O)NCC2CCCN(C(=O)c3cccnc3)C2)cc1 (stereo unspecified) | 3 | 8 | 6 | -6 | -5 | 5 | 13 | 0 | -8 | -18 | -2
O=C(CCNS(=O)(=O)c1cccc(C(F)(F)F)c1)NCc1ccco1 | -1 | 1 | -1 | 4 | 0 | -10 | 4 | 3 | -17 | -11 | -4

Of the compounds above, these contain a furan ring, fused or not.
SMILES | LMP1 NFkB inh | NCOA2 inhibitor | NR5A2 inv ag | TWEAK-Fn14 inh | TROY signal inh | TLR9-MyD88 block | NR2F2 inh | SRC3 inh | NOD2 RIPK2 PPI | SRC1 inh | C8 TRAIL sens
O=S(=O)(NCc1ccco1)c1ccccc1Br | 21 | -10 | 25 | 5 | 8 | -10 | 6 | -6 | 1 | -5 | -1
CCOC(=O)[C@]12CCCC=C1N(Cc1ccco1)C(=O)[C@H](CC(=O)NCCCOC)C2 | · | -19 | -5 | 4 | -26 | · | 5 | · | -11 | · | -1
Cc1c(CC(=O)NCC(=O)NCC(=O)O)c(=O)oc2cc3oc4c(c3cc12)CCCC4 | 1 | -18 | 19 | -6 | 3 | -13 | 3 | 1 | -2 | -9 | -2
O=C(NC1CCCC(C(F)(F)F)C1)c1ccc([N+](=O)[O-])o1 (stereo unspecified) | -13 | 4 | 51 | 8 | -8 | -3 | -11 | -6 | -4 | -19 | 37
CCn1nc(C)c(/C=N/NC(=O)c2ccoc2C)c1C | -4 | -61 | -146 | 19 | -3 | -7 | -61 | -68 | -2 | -89 | 16
O=C(CCNS(=O)(=O)c1cccc(C(F)(F)F)c1)NCc1ccco1 | -1 | 1 | -1 | 4 | 0 | -10 | 4 | 3 | -17 | -11 | -4
